Assay outcomes (PubChem BioAssay)
CFTR F508del cor: correctors of CFTR F508del function in bronchial epithelial cells | CFBE cells, YFP halide quenching; stimulated with forskolin plus potentiator P3; % fluorescence drop versus neutral controls | activity (quench increase), % at 7.58 µM | hit rate 0.36% among 350,000;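 active = mean added fluorescence quench of at least 8% versus neutral control, with both replicates also reaching 8%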;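 note: cells transiently co-express mutant CFTR-F508del with the halide-sensitive YFP; corrector assay measuring rescue of mutant channel to the surface after 24 h compound exposure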
FN deposit inh: fibronectin deposition inhibition; AH1F fibroblasts, Alexa488-fibronectin deposition fluorescence, overnight; inhibition, % at 12.6 µM; hit rate 0.086% among 350,000; AID 743247;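 active = mean inhibition across replicates of 30% or more, regardless of how many single replicates reach that level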;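 note: positive control wells lacked labelled fibronectin entirely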
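Material – AH1F fibroblast monolayer, labelled fibronectin deposition · Reagent – labelled fibronectin 24 nM · Timing – 1 h adhesion, overnight exposure · Measured by – fluorescence at 485 nm excitation, 525 nm emission · Read-out – inhibition of fibronectin deposition signal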
GSIS activator: primary screen for activators of insulin secretion dependent on glucose, INS-1E cells, GLuc reporter luminescence; INS-1E GLuc reporter insulin secretion, 2-3 h; activation, % at 16.6 µM; hit rate 0.61% among 370,000;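 active = lowest replicate activation of at least 40%, so every replicate reaches that level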;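 note: 0% = median of neutral control wells and 100% = median of IBMX positive control wells; some compounds called inactive have numbers as strong as hits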
An asterisk follows results filed as active.

SMILES	CFTR F508del cor	FN deposit inh	GSIS activator
CCOc1ccccc1NC(=O)/C(C#N)=C/c1c(C)nn(-c2ccc(F)cc2)c1Cl	-1.5	-5	13
C/C(CC(=O)Nc1cc(C)ccn1)=N\NC(=O)c1ccc(C)cc1	-2.5	0	7
COCCCNCCCCOc1ccc(OCc2ccccc2)cc1	0.7	2	-9
CC(=NNC(=S)N(Cc1ccccn1)Cc1ccccn1)c1cnccn1	8.2*	14	37
O=c1[nH][nH]cc1C=Nc1ccccc1Cl	5.3	3	9
CCOC(=O)C1=CCN(S(=O)(=O)c2ccc(F)cc2)C1c1ccc(F)cc1 (centres undefined)	0.7	24	-46
c1ccc2c(c1)NCCS2	-0.3	-9	1
NC(=NCCc1ccccc1)NS(=O)(=O)c1cccs1	3.1	-6	-4
CC1=NN(c2ccccc2)C(=O)C1N=Nc1ccccc1 (centres undefined)	-2.3	0	-5
CC[N+](CC)(CC#Cc1ccccc1)CC#Cc1ccccc1	0.8	-12	-27
Cc1ccc(C(=O)N/N=C/C=C/c2ccccc2)cc1	4.1	2	15
CC1Cc2[nH]c(=S)[nH]c(=O)c2C(c2ccc(F)cc2)O1 (centres undefined)	0.7	-2	8
CSc1nc2c(=S)[nH]c(=S)[nH]c2s1	2.5	-4	-2
O=C1N(Cc2cccc(Cl)c2)C[C@@H]2C[C@@H](c3ccsc3)N3CCC[C@@]123	-0.4	-19	6
O=C(C[n+]1cc(Br)cc(Br)c1)c1ccccc1	-2.5	-9	-4
CCOc1ncccc1C(=O)OCC(=O)N1CCc2ccccc21	-3.6	7	-4
CCCCOCCCNC(=O)C[C@@H]1C[C@@]2(C(=O)OCC)CCCC=C2N(Cc2ccc(Cl)cc2Cl)C1=O	-5.3	7	16
CC(=NNC(=S)Nc1ccccc1)c1ccccn1	-3.9	6	8
O=S1(=O)N[C@@H](Cc2ccccc2)COc2cccc(N3CCCCC3)c21	-0.1	11	-18
CCOC(=O)[C@]12CCC=C1N(Cc1ccccc1)C(=O)[C@H](CC(=O)NCc1cccc(C(F)(F)F)c1)C2	2.4	-6	-31
O=C(NC1CCCC1)C(C1CC1)n1c(-c2ccncc2)nc2ccccc21 (centres undefined)	1.2	0	4
O=C(Cc1ccc(-n2c(=O)c3ccccc3n(Cc3cccc([N+](=O)[O-])c3)c2=O)cc1)NCC1CCCO1 (centres undefined)	0.4	-5	11
CN(C)c1ccnc2sc3c(NCC(O)CO)ncnc3c12 (centres undefined)	-0.5	-7	-2
O=C1Nc2ccccc2-n2nnnc2C1N1CCN(c2ccc(C(F)(F)F)cn2)CC1 (centres undefined)	3.0	0	-19
COC(=O)c1sc(C(C)(C)C)cc1CS(=O)(=O)c1ccccn1	0.2	6	21
COc1ccccc1C(=O)NNC(=O)C(=O)NC(C)(C)C	-1.6	-4	0
Cc1cc2c(ncn2Cc2ccccc2)c(N)c1C	-1.1	3	8
CC(=O)N/C(=C/c1ccc(OC(F)F)cc1)C(=O)O	-1.4	2	1
CCOC(=O)c1ccc(NC(=O)Nc2nncs2)cc1	-0.9	-3	-43
CCOC(=O)C1=C(N)OC(C)=C(C#N)C1c1ccco1 (centres undefined)	0.8	0	-5

One compound at a time (already shown). Screens in order: CFTR F508del cor | FN deposit inh | GSIS activator
COc1ccccc1C(=O)NNC(=O)C(=O)NC(C)(C)C is listed as -1.6 | -4 | 0
CN(C)c1ccnc2sc3c(NCC(O)CO)ncnc3c12 (centres undefined) is listed as -0.5 | -7 | -2
COC(=O)c1sc(C(C)(C)C)cc1CS(=O)(=O)c1ccccn1 is listed as 0.2 | 6 | 21

(continued)
SMILES	CFTR F508del cor	FN deposit inh	GSIS activator
Nc1ccccc1C(=O)NN=Cc1cccnc1	0.7	-22	14
CCOc1cc(Br)c(C=O)cc1OCC	0.8	-3	-7
CCOC(=O)/C(C#N)=C/c1cc2ccccc2nc1N1CCCCC1	-3.7	-1	-4
Fc1nc(F)c(F)c(NCCCNc2c(F)c(F)nc(F)c2F)c1F	-1.0	7	-51
Cc1ccnc(NC(=O)c2ccc(Cl)c(S(=O)(=O)N3CCCC3)c2)c1	-1.0	1	-4
N#Cc1cccc(C(=O)C(=O)N2CCN(C(=O)OCc3ccccc3)CC2)c1	0.3	-1	13
CCOC(=O)[C@]12CCCC=C1N(Cc1ccccc1)C(=O)[C@H](CC(=O)NCc1cccs1)C2	-0.2	1	-23
OCCC1CN(Cc2cccc3c2OCO3)CCN1C1CCCCC1 (centres undefined)	-0.9	-9	4
COC(=O)C[C@@H]1CC[C@@H](NC(=O)NC2CCCC2)[C@@H](CO)O1	1.9	2	4
COc1ccc(NC(=O)C(C2CC2)n2c(=O)c(-c3ccco3)nc3ccccc32)cc1 (centres undefined)	4.0	-3	-6
CC(C)(C)c1nc(SCC(=O)c2ccccc2)c2ccccc2n1	-1.0	-44	13
O=C(OCC(=O)N1CCCc2ccccc21)c1ccc(S(=O)(=O)C(F)F)cc1	0.7	-1	-4
COc1ccc(-c2nnn(CC(=O)NCc3ccc4c(c3)OCO4)n2)cc1OC	-3.4	3	2
CCCc1c(-c2cccc(Cl)c2)ncn1Cc1ccccc1OC	0.0	-6	-20
CCCCN=Cc1c(C)[nH]n(-c2ccccc2)c1=S	-0.1	6	3
COc1cc(/C=N/NC(=S)NCC2CCCO2)cc(OC)c1OC (centres undefined)	0.5	7	4
C=CCNc1ccc2c(c1)OC[C@@H](CC(C)C)NS2(=O)=O	-1.5	4	-1
C/C=C/c1ccc([C@H]2[C@@H](CO)N(Cc3ccc(F)cc3)[C@H]2CNC(C)=O)cc1	0.1	-11	-4
CC(=O)C1=C(C)N(Cc2ccc(Cl)cc2)C(=S)NC1c1ccc(Cl)cc1 (centres undefined)	-0.8	8	-32
O=C1C(=O)c2cccnc2-c2ncccc21	-0.3	45*	29
O=C(CN1CCOCC1)N1CCN(c2ccc([N+](=O)[O-])cc2)CC1	1.2	4	15
COc1ccccc1-n1cc2ccc([N+](=O)[O-])cc2n1	-1.2	3	8
Cc1ccc(S(=O)(=O)Nc2nc(C)c(C(=O)NNS(=O)(=O)c3cc(C)ccc3C)s2)cc1	1.0	2	6
CC1=NN(C(=O)c2csc(C(C)C)c2)C(O)(C(F)(F)F)C1 (centres undefined)	0.9	-10	-5
O=C(O)c1ccccc1/C=N/Nc1nc(N2CCCCC2)nc(N2CCCCC2)n1	-2.1	-4	4
COc1ccc(CCN2CCC(CN3C(=S)NC[C@@H]3Cc3ccccc3)CC2)cc1OC	1.9	6	-11
CN1C(=O)C(CC(=O)Nc2ccc(Cl)cc2)N(Cc2ccco2)C1=S (centres undefined)	2.3	4	-14
COc1ccc(/C(C)=N/NC(=O)CNC(=O)c2cccs2)cc1	3.5	6	0
CCOC(=O)C1(Cc2ccc(Cl)cc2)CCN(Cc2ccon2)CC1	2.2	-2	-18
CCOC(=O)[C@]12CCC=C1N(Cc1cccc3ccccc13)C(=O)[C@H](CC(=O)N1CCN(C(=O)C3CC3)CC1)C2	-0.7	1	-20
CCCc1c(Cc2cccc(F)c2)ncn1Cc1cccc(-c2ccccc2)c1	2.0	2	-14
O=C(c1ccc(NC(=S)NCc2ccco2)cc1)N1CCOCC1	-2.3	-5	-5
CN(C)/C=N/NC(=O)c1ccccc1Cl	1.3	-7	3
CC(C)C[C@@H](COCc1ccc(C(F)(F)F)cc1)N1CCN(C(=O)c2ccc(C(F)(F)F)cc2)CCC1=O	9.6*	7	3
COC(=O)c1c(NC(=O)COC(=O)c2ccc(O)cc2)sc2c1CCCCC2	-1.7	-7	-6
CC(C)[C@H](NC(=O)c1ccc(Cl)c(Cl)c1)C(=O)N1CCC[C@H]1C(=O)NCCc1ccccc1Cl	-1.5	-9	-36
COc1ccc(CCNC(=O)CCCCCN2C(=O)c3ccccc3C2=O)cc1OC	-1.5	-2	24
CCCCCCCCN1C(=O)[C@@H](CC(=O)N2CCN(C(=O)c3ccco3)CC2)C[C@@]2(C(=O)OC)C1=C[C@H](C1CCCC1)O[C@@H]2C	-0.6	13	54*
Cc1ccc(S(=O)(=O)N2CC(CO)=CCC2c2ccccc2)cc1 (centres undefined)	-2.7	-6	11
CCCCCCOc1ccc(C(=O)NCCCn2ccnc2)cc1	-3.2	1	-12
O=C1c2ccc3c4c(ccc(c24)C(=O)N1CCCCO)C(=O)N(CCCCO)C3=O	18*	-4	10
O=C(C[C@H]1CC[C@@H]2[C@H](COC[C@H](O)CN2S(=O)(=O)c2ccccc2)O1)NCCN1CCCC1	0.0	-6	0
Cc1ccc2c(c1)C(=O)CC(O)(C(F)F)O2 (centres undefined)	-2.1	-7	-7
Cc1ccc(CN2C(=O)c3ccccc3NC23CCN(Cc2ccccc2)CC3)cc1	-2.8	-4	-25
O=C(NCCSC1CCCCC1)c1ccccc1	-1.3	3	-9
COc1ccc(C2C(C(C)=O)=C(O)C(=O)N2c2nc3ccccc3s2)cc1OC (centres undefined)	-2.6	9	-47
O=C(/C=C(\Nc1cccc(OC(F)F)c1)c1ccccc1)c1ccccc1	-3.4	0	-21
COc1cccc(CNC(=O)[C@@H]2CCCN2C(=O)[C@@H]2CCCN2)c1	-0.2	-2	7
COc1cc(C(=O)N/N=C/c2ccc(OC)c(CN3CCN(c4ccc(F)cc4)CC3)c2)ccc1O	-1.1	7	8
CCOc1ccccc1C(=O)NC(C(=O)Nc1cccnc1)C(C)C (centres undefined)	1.8	-7	-4

More compounds.
SMILES	CFTR F508del cor	FN deposit inh	GSIS activator
C[C@H]1CNCCN1c1ccc(N2CCS(=O)(=O)CC2)c(C#N)c1	-0.1	2	21
O=C(Nc1cc(S(=O)(=O)N2CCOCC2)ccc1N1CCCC1)c1ccccc1C(F)(F)F	0.1	-2	-15
CCN(CC)P(=O)(Nc1ccc(C)cc1Br)c1ccc(N(C)C)cc1NC(=O)c1ccco1 (centres undefined)	1.1	-7	-5
CCN(C(=O)CN1CC(C)OC(C)C1)c1c(N)n(Cc2ccccc2)c(=O)[nH]c1=O (centres undefined)	-0.5	-6	-6
O=C(COC(=O)c1ccc(O)cc1)NCCC1=CCCCC1	0.5	-6	7
O=C1NC[C@@H](CCCCN2C[C@H](Cc3ccc(O)cc3)N(CC3CCCCC3)C(=O)C2=O)N(CCC2CCCCC2)C1=O	-4.0	-9	-51
Cc1cc(NC(=O)CSc2nnc(Nc3ccccc3F)s2)no1	3.2	2	4
Cc1ccnc(SCC(=O)c2ccc([N+](=O)[O-])cc2)n1	0.1	4	1
CCCCN(C)C(=O)c1nc2ccccn2c1CN1CCN(C/C=C/c2ccccc2)CC1	2.8	0	-8
CCCc1nc2cc(C)c(Br)c(C)n2c1CC1CCCCC1	1.9	5	-19
O=C1C2C(C(=O)N1/N=C/c1cc([N+](=O)[O-])c(O)cc1O)C1C=CC2C12CC2 (centres undefined)	2.7	4	-18
CCOc1cccc(NC(=O)/C(C#N)=C/c2cccnc2)c1	1.1	1	-8
Nc1[nH]c(C(=O)c2ccccc2)c(-c2ccc(Cl)cc2F)c1C(=O)NCCc1c[nH]c2ccccc12	-0.5	0	-2
O=C(NNC(=O)C1CCN(S(=O)(=O)c2ccc(Cl)cc2)CC1)c1ccncc1	-0.4	-2	-8
Oc1cccc(Nc2ncnc3c2oc2ccccc23)c1	-2.2	-1	-4
COC(=O)C(Cc1ccccc1)NC(=O)c1ccc(C)cc1 (centres undefined)	2.2	0	-2
COC(=O)CCC/C=C1\SC[C@@H](NC(=O)c2ccccc2)C1NC(C)=O (some centres undefined)	-0.5	7	-3
COC(=O)[C@]12C[C@H](CC(=O)N3CCSCC3)C(=O)N(Cc3ccc4c(c3)OCO4)C1=C[C@H](C(C)(C)C)O[C@@H]2C	-1.8	1	-16
Cc1noc(C)c1C(=O)N1CCC(C(=O)c2ccc(F)cc2F)CC1	1.8	-3	4
O=C(CN1CCOCC1)NC[C@@H]1[C@@H](c2ccccc2)[C@@H](CO)N1CC1CC1	-0.7	3	-3

Reformatted with each value named: part of the list above.
O=C(NC1CCCC1)C(C1CC1)n1c(-c2ccncc2)nc2ccccc21 (centres undefined)
  CFTR F508del cor: 1.2; FN deposit inh: 0; GSIS activator: 4

O=C(Cc1ccc(-n2c(=O)c3ccccc3n(Cc3cccc([N+](=O)[O-])c3)c2=O)cc1)NCC1CCCO1 (centres undefined)
  CFTR F508del cor: 0.4; FN deposit inh: -5; GSIS activator: 11

Going on with the list:
SMILES	CFTR F508del cor	FN deposit inh	GSIS activator
CN1C(=S)SC(N2OC3C(=O)N(c4ccccc4)C(=O)C3C2c2ccccc2)C1(C)C (centres undefined)	-1.8	4	2
CC(=O)/C(N=Nc1cc2c(cc1[N+](=O)[O-])OCCO2)=C(\C)O	-1.0	-6	31
CCCCN1C(=O)C(=O)NC[C@@H]1Cc1ccc(O)cc1	2.7	1	8
CCn1cc(CN2CCN(Cc3ccsc3)C(CCO)C2)cn1 (centres undefined)	0.3	2	1
CCCCCCCCN1C(=O)[C@@H](CC(=O)N2CCSCC2)C[C@@]2(C(=O)OC)C1=C[C@H](C(C)(C)C)O[C@@H]2C	-1.3	9	-21

Structures shown so far that have an aryl thioether with sulfur outside any ring, in the order listed:
SMILES	CFTR F508del cor	FN deposit inh	GSIS activator
CSc1nc2c(=S)[nH]c(=S)[nH]c2s1	2.5	-4	-2
CC(C)(C)c1nc(SCC(=O)c2ccccc2)c2ccccc2n1	-1.0	-44	13
Cc1cc(NC(=O)CSc2nnc(Nc3ccccc3F)s2)no1	3.2	2	4
Cc1ccnc(SCC(=O)c2ccc([N+](=O)[O-])cc2)n1	0.1	4	1

An excerpt; rates above refer to the full screens.
